Compound activity from PubChem.
Arr AP2 block: human beta-arrestin and AP2 interaction inhibition | AID 504490 | actives 0.31% (n = 340,000) | FITC-arrestin peptide / GST-AP2 beads, flow cytometry; AP2 beta2 appendage carries R879A mutation | inhibition, % at 10 µM;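 active = inhibition above a set limit, near 3 SD of compounds lacking own fluorescence, cut at about 54% in these data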;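 note: plate controls were DMSO wells for no effect and 5 µM unlabelled arrestin peptide for full effect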
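Test system: GST-tagged AP2 beta2-adaptin appendage (R879A) on 4 µm glutathione beads; also added: fluorescein-tagged arrestin peptide at 50 nM final; timing: 12 min plus 1 h, RT; signal: flow cytometry, FL1 (488/535 nm); read-out: percent drop in bead-associated FITC signal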
PKA-R2B act: activators of human PKA-R2B complex | P22694+P31323 | PKA-R2B holoenzyme dissociation, Cy5-IP20 fluorescence polarization; R2B truncated from residue 108, S112A mutant; 0% DMSO only, 100% 113 µM cGMP | activation, % at 11.4 µM | actives 0.079% (n = 340,000) | AID 504700;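 active = activation above a cutoff set at the mean over all compounds plus 3 SD, cut at about 18% in these data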;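 note: higher means more holoenzyme dissociation and a rise in polarization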
Cardiac RTF inh: cardiac RTF calcium desensitization | inhibition, % at 7.15 µM | IANBD-labeled cardiac RTF, Ca2+ fluorescence | actives 0.12% (n = 340,000);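 active = inhibition above the mean inhibition of all tested compounds plus 3 SD, cut at about 17% in these data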;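 note: assay run at fixed EC70 calcium of 1.6 mM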
C-LANA FP: KSHV C-LANA DNA binding inhibition | MBP-C-LANA/FAM-LBS DNA binding, fluorescence polarization | inhibition, % at 9 µM | actives 0.078% (n = 340,000) | AID 504423;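 active = highest replicate inhibition at or above 60% at 9 µM, even if other replicates fall short; inactive = all replicates below 60% inhibition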;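 note: 0% = neutral control wells and 100% = 4 µM acridine orange control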
NSD2 HMT inh: inhibitors of human histone methyltransferase NSD2. inhibition, % at 12.5 µM. actives 0.54% (n = 310,000). AID 743445. NSD2 peptide methylation, AlphaScreen, 120 min; in the data active = inhibition above about 50%
Target sequence (O96028 whole entry, looked up): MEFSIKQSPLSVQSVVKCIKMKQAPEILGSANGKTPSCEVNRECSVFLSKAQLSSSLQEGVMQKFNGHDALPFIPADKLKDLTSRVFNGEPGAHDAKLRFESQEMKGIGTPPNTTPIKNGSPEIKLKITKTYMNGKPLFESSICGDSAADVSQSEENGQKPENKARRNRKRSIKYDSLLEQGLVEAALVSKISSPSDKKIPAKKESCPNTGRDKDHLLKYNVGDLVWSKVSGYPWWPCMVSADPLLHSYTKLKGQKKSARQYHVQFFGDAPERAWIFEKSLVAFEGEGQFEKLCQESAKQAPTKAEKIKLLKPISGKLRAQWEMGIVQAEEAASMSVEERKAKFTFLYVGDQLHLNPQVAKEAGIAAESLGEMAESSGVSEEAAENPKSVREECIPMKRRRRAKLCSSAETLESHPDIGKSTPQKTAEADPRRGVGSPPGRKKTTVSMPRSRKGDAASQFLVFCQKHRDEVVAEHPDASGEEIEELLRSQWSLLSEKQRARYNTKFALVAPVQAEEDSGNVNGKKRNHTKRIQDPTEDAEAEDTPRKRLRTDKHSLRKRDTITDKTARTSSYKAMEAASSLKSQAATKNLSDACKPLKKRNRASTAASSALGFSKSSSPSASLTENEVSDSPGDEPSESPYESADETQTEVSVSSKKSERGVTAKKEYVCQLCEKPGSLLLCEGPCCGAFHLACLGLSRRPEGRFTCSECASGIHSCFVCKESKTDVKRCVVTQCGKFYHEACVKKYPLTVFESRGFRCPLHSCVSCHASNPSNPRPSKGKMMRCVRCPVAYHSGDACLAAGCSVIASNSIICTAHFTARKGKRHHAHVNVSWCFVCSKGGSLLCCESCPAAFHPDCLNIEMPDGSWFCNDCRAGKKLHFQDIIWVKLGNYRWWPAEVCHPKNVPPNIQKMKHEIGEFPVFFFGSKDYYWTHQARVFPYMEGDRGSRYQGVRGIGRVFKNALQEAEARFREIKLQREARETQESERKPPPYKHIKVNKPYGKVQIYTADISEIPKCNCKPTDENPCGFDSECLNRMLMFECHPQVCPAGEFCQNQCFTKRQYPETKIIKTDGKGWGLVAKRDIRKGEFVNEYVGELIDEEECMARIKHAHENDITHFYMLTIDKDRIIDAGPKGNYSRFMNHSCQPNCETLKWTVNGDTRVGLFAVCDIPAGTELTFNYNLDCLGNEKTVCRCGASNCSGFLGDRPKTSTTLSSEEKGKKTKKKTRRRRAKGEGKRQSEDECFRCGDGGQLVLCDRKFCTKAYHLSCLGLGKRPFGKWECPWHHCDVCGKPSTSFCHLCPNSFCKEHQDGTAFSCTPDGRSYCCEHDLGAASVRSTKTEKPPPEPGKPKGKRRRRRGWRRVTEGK
SR-BI uptake up: SR-BI HDL lipid transfer activation. CHO ldlA[mSR-BI] cells, DiI-HDL uptake fluorescence, 3 h; 100 = double the neutral-control signal. activation, % at 12.5 µM. actives 0.096% (n = 320,000);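 active = mean replicate activation of at least 60% and every replicate at or above 60%; inconclusive = mean or all-replicate condition met, but not both; inactive = mean below 60% and not all replicates reaching 60%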;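 note: 0% = median plate neutral-control signal and 100% = twice that signal; values of inactives mirror those of a sister screen read the other way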
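Assay system: CHO ldlA[mSR-BI] cells, LDL receptor-null, SR-BI overexpressing; medium: Ham's F12 with 0.5% BSA, HEPES 25 mM, pH 7.4; also added: DiI-HDL 10 µg/mL; timing: 3 h uptake period with compound, 37 °C; signal: DiI fluorescence, bottom read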
DAGLB inh: diacylglycerol lipase beta (human) inhibition. HEK293T DAGLB membrane lysate, EnzChek fluorogenic substrate. actives 0.059% (n = 340,000). inhibition, % at 5.17 µM. AID 504411; in the data active = inhibition above about 34%;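 note: 0% = enzyme with vehicle and 100% = wells lacking enzyme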
Keap1 Nrf2 FP: disrupts human Keap1 binding to Nrf2 peptide; Q14145; Keap1 Kelch-Nrf2 peptide fluorescence polarization, 1536-well; inhibition, % at 9.4 µM; actives 0.15% (n = 340,000); in the data active = inhibition above about 12%; inconclusive = no clear call, values can overlap the other calls; inactive = below about 7.3%;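 note: human Keap1 Kelch domain with fluorescein labeled Nrf2 9mer peptide probe; 0% = neutral control wells and 100% = peptide positive control; higher means more block of Keap1 binding to Nrf2 peptide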
SR-BI HDL uptake: inhibitors of mouse SR-BI mediated HDL lipid uptake. actives 0.96% (n = 320,000). Q61009. ldlA[mSR-BI] CHO cells, DiI-HDL uptake fluorescence, 3 h. AID 488896. inhibition, % at 12.5 µM;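 active = mean replicate inhibition of at least 70% and a set share of replicates each scoring 70 or more; inconclusive = meets just one of the two criteria; inactive = fails both criteria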;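 note: 0% = median of neutral control wells and 100% = median of positive control wells; values of inactives mirror those of a sister screen read the other way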
PvdQ acylase: P. aeruginosa PvdQ acylase inhibition; purified PvdQ acylase, fluorescence plate reader; inhibition, % at 10 µM; actives 0.063% (n = 340,000); in the data active = inhibition above about 30%, passing the limit was not always enough; inconclusive = no clear call, values can overlap the other calls;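 note: 0% = vehicle neutral wells and 100% = reference inhibitor wells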
An asterisk follows results filed as active; ? = inconclusive; . = no result given.

Every second line gives: Arr AP2 block	PKA-R2B act	Cardiac RTF inh	C-LANA FP	NSD2 HMT inh	SR-BI uptake up	DAGLB inh	Keap1 Nrf2 FP	SR-BI HDL uptake	PvdQ acylase
CC(=O)N1CCOc2cc(S(=O)(=O)NCc3ccc(F)cc3)c(C)cc21
 : 3	-11	2	1.7	.	2	0	-2	-2	-9
COc1ccc(C(CNS(=O)(=O)c2ccc(NC(C)=O)c(OC)c2)N2CCCC2)cc1 (centres undefined)
 : -15	1	0	0.6	0	13	-1	-4	-13	-12
COc1ccccc1C(=O)NCC(=O)N/N=C/c1cc(Br)ccc1OCc1ccccc1
 : 14	-11	14	2.2	2	-32	-5	0	32	-1
CC(=O)Nc1ccc(NC(=O)CSc2nc3ccccc3nc2N2CCCCC2)cc1
 : 11	4	-3	1.0	-1	-26	-2	3	26	-11
Cc1ccc(NC(=O)CSC(C)C(=O)OC(C)C(=O)NC2CCCCC2C)cc1 (centres undefined)
 : 22	-1	-1	1.1	9	-1	0	5	1	0
COC(=O)c1cc(OC)c(OC)cc1NC(=S)N1CCCCC1
 : -2	0	-6	0.6	1	-17	-2	-4	17	-7
N#Cc1ccc(/C=N/NC(=O)c2cccc(S(=O)(=O)N3CCOCC3)c2)cc1
 : -5	-11	-16	-2.1	-2	-76	-3	-2	?	1
COc1ccccc1C(=O)NCC(=O)OCC(=O)c1cccc2ccccc12
 : 24	-6	-10	0.1	-8	19	-4	2	-19	-1
Cc1cccc(CNC(=O)c2cc(S(=O)(=O)N3CCOCC3)cn2C)c1
 : 53	16	-4	-0.4	-8	-8	2	1	8	0
COc1ccc(N2CCN(CC(=O)Nc3ncc(C)s3)CC2)cc1
 : -4	7	3	0.0	0	7	1	1	-7	3
Cc1ccc(Cn2c(C3CCCN3c3nc(-c4cc(Cl)c(N)c(Cl)c4)cs3)nc3cc(C(=O)NCCCO)ccc32)cc1 (centres undefined)
 : -12	0	-7	-0.5	.	-8	5	-10	8	-13
NC(=O)Cc1cn(-c2ncc(C(F)(F)F)cc2Cl)c2ccccc12
 : 19	7	2	0.2	-3	7	-3	0	-7	-9
CC(C)(C)n1nnnc1C(c1cccnc1)N1CCN(C2CCCCC2)CC1 (centres undefined)
 : 7	-2	-17	1.3	-2	3	-1	1	-3	-10
CCOCCCn1c(=S)[nH]c2cc(C(=O)NC3CCCCC3C)ccc2c1=O (centres undefined)
 : -4	-3	6	0.5	3	11	-3	-7	-11	5
O=C(O)c1ccc(OCc2ccc(C(=O)O)o2)cc1
 : 9	-3	-3	1.8	3	-5	-2	-4	5	-14
C[C@@H](CN1C(=O)C(=O)NC[C@@H]1Cc1ccc(O)cc1)NC(=O)Cc1ccccc1
 : -2	14	-2	-0.8	.	9	2	-3	-9	-15
COc1ccc(/C=C2\SC(=O)N(CCNC(=O)CCS(=O)(=O)c3ccc(C)cc3)C2=O)cc1
 : 5	-8	9	-0.2	0	-37	-2	-5	37	9
COc1ccccc1N1CCN(C(=O)CN(C)S(=O)(=O)c2cc(C)ccc2OC)CC1
 : 37	-6	2	-1.5	0	-69	-3	-3	69	2
Cc1cc(C(=O)NCc2cc(C(=O)O)co2)co1
 : 20	-2	-1	3.1	4	45	0	-5	-45	1
C=C(Cl)COc1ccc2c(CC)cc(=O)oc2c1
 : -2	-9	-3	2.2	-6	-16	-7	-4	16	-3
COc1ccc(C(=O)NCc2cc(C)nc3ccccc23)cc1OC
 : -11	1	0	-0.5	-7	-9	-3	0	9	-12
N#Cc1c(F)cccc1N1CCOCC1
 : 1	-1	1	-0.4	-1	12	0	-6	-12	-15
O=[N+]([O-])c1c(NCCO)cc(Sc2nc3ccccc3s2)c2nonc12
 : 18	-1	-7	-1.3	.	-21	-5	3	21	6
O=S(=O)(c1cccc2c(S(=O)(=O)N3CCCC3)cccc12)N1CCCC1
 : -12	-4	9	-1.9	0	2	-1	-1	-2	-6
CCN(CC(=O)Nc1c(F)cccc1F)C(=O)c1ccc(C(=O)c2ccccc2)cc1
 : -6	5	-5	-0.8	-2	-6	-1	-1	6	7
Fc1cccc(Cl)c1CSC1=NCCS1
 : 6	6	-8	0.4	-1	.	-3	-2	.	-24
COc1ccc(-c2ncncc2-c2ccccc2)c(O)c1
 : 1	6	-2	-0.7	68*	-16	-4	1	16	-3
CC(C)CNC(=O)c1cccc(C(=O)NCC(C)C)c1
 : -6	-7	-7	-0.9	-5	4	-2	-3	-4	-14
O=C(c1cc([N+](=O)[O-])ccc1Cl)N1CCc2ccccc21
 : -17	-1	-4	2.1	-1	-15	-2	-1	15	-8
Cc1c(Cl)cccc1NC(=O)CSCc1cc(=O)[nH][nH]1
 : -3	-5	-5	-0.4	3	4	6	2	-4	-6
CCOc1ncccc1C(=O)OCc1ccc(C(=O)OC)o1
 : 2	1	1	0.0	-3	-9	-2	0	9	-9
CCCCCCOC(=O)Cc1c(C)nc(-c2ccccc2)[nH]c1=O
 : 3	-5	4	3.2	7	2	-1	5	-2	-11
FC(F)Oc1ccc(/C=N/c2c(-c3ccc(OC(F)F)cc3)nc3n2CCS3)cc1
 : 22	-4	-38	1.5	-1	-74	2	-3	74*	4
N#Cc1ccccc1Sc1ccccc1C(=O)Nc1ccc(Br)cc1
 : 26	-4	1	2.4	-1	-11	-5	1	11	-2
Cn1c(=O)c2c(nc(CN3CCOCC3)n2CCCc2ccccc2)n(C)c1=O
 : -5	1	8	0.5	-3	20	3	-6	-20	-13
O=P(O)(COc1ccccc1)COc1ccccc1
 : -8	7	-1	1.2	-4	11	-1	1	-11	-8
CN(C(=O)c1cccc(NC(=O)c2cccs2)c1)c1ccccc1
 : 5	1	-2	-0.4	0	-2	0	-3	2	6
C/C(Cn1cnc([N+](=O)[O-])n1)=N/NC(=O)COc1c(Cl)cc(Cl)cc1Cl
 : 22	-13	1	-0.7	-1	2	-4	2	-2	4
O=C(Nc1cc(S(=O)(=O)N2CCOCC2)ccc1N1CCOCC1)c1ccccc1[N+](=O)[O-]
 : -8	7	0	-1.3	0	31	-1	1	-31	7
CCOC(=O)COc1ccc2c(c1)C(=O)CC1(CCCCC1)O2
 : 9	7	-2	0.0	-6	15	-5	-3	-15	2
COC(=O)c1ccc(CSc2nc3c(c(=O)n2-c2ccc(F)cc2)SCC3)o1
 : -3	2	-20	3.0	2	3	-2	-4	-3	-8
CCN1CCN(CCCNC(=O)c2ccc(CS(=O)c3ccc(Br)cc3)o2)CC1 (centres undefined)
 : -6	-6	1	-0.2	6	-3	-2	-3	3	-15
OC(CSc1ccccc1)CN1CCN(c2cccc(Cl)c2)CC1 (centres undefined)
 : -7	2	4	8.5	0	-16	-13	2	16	-1
COC(=O)c1sccc1Oc1ccc(F)cc1[N+](=O)[O-]
 : -2	-1	-7	0.5	-2	.	-1	-8	.	-13
Cc1ccccc1N=C1SC(CC(=O)Nc2ccc3ccccc3c2)C(=O)N1Cc1ccccn1 (centres undefined)
 : -4	3	-8	1.2	0	5	-2	1	-5	-8
C=CCn1c(SCC(=O)c2ccc(Br)cc2)nnc1C(CC(C)C)NC(=O)c1cccs1 (centres undefined)
 : -14	2	-3	-0.7	0	-19	-1	-6	19	-13
Cc1cc(C)c(C(=O)c2ccc(C(=O)N3CCCCC3)cc2)c(C)c1
 : -8	8	-5	0.1	1	-10	-1	1	10	-9
O=C(NCCCN1CCOCC1)C(=O)N/N=C/c1cccc2ccccc12
 : 6	-11	-4	0.3	1	-7	-2	-2	7	-14
CCCCOC(=O)CSc1n[nH]c(=O)[nH]c1=O
 : -2	14	-8	0.9	-1	5	1	7	-5	-8
CCCn1c(=O)c(C(=O)NCCc2ccc(Cl)cc2)c(O)c2ccccc21
 : 0	2	-8	-1.0	-1	-20	-1	0	20	-1
CN(C)/C=C/C(=O)c1cnc(-c2cccc(Cl)c2)s1
 : -20	11	-9	0.2	-4	-17	2	-3	17	10
O=C(CCN1C(=O)c2ccccc2S1(=O)=O)Nc1nc2c(s1)CCCC2
 : -7	-6	4	0.7	0	-10	10	-4	10	-3
COc1ccc2c(c1)C=C(CN1CCN(C3CCCC3)C(CCO)C1)CO2 (centres undefined)
 : -1	6	1	8.7	.	-14	1	-4	14	-13
CCOc1c2ccc(C(=O)NCc3cc(C(F)(F)F)cc(C(F)(F)F)c3)cc2nn1CCOC
 : 16	-17	15	-0.5	.	-13	-4	1	13	1
COc1ccc2cc(C(=O)NCCO)sc(=O)c2c1OC
 : 7	3	2	-0.4	-4	11	3	4	-11	6
CCSc1ccc(C(=O)Nc2ccc(Br)cn2)cc1[N+](=O)[O-]
 : 12	16	7	-1.6	-2	-56	-4	-3	56	-15

2 consecutive compounds from above, quoted:
Every second line gives: Arr AP2 block	PKA-R2B act	Cardiac RTF inh	C-LANA FP	NSD2 HMT inh	SR-BI uptake up	DAGLB inh	Keap1 Nrf2 FP	SR-BI HDL uptake	PvdQ acylase
COc1ccc2c(c1)C=C(CN1CCN(C3CCCC3)C(CCO)C1)CO2 (centres undefined)
 : -1	6	1	8.7	.	-14	1	-4	14	-13
CCOc1c2ccc(C(=O)NCc3cc(C(F)(F)F)cc(C(F)(F)F)c3)cc2nn1CCOC
 : 16	-17	15	-0.5	.	-13	-4	1	13	1
